# 697 NFkB inh: inhibitors of PMA/ionomycin-induced NF-kB reporter, 697 cells, primary screen, B-cell NF-kB inhibitor project, cell-based, luminescence, uHTS. 697 B-cell NF-kB luciferase reporter, 16 h. inhibition, % at 4 µM. 0.33% of 330,000 active. AID 435022, 2010; in the data active means inhibition above about 35%
# UPR XBP1 act: activators of adaptive XBP1 UPR arm, primary screen, cell-based, CHO-XBP1 luciferase reporter, luminescence, uHTS; IRE1-XBP1 UPR activation; percent of tunicamycin response, DMSO as zero; activation, % at 20 µM; 0.33% of 330,000 active;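 active means versus positive control, 20 µM dose yields 30% or more activation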;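 further: 100% = tunicamycin at 10 µg/mL and 0% = DMSO only wells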
#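 Test system: CHO-XBP1 luciferase reporter cells | Buffer or medium: Serum-containing F12 medium, 10% FBS | Schedule: 6 h compound exposure at 37 °C, 5% CO2 | Detection: Steady-Glo luciferase glow luminescence, 10 min after reagent addition | Read-out basis: Activation, % of tunicamycin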
# CHOP UPR activ: activators of apoptotic CHOP UPR arm, primary screen, cell-based, CHO-CHOP luciferase reporter, luminescence, uHTS; UPR activation; percent of tunicamycin response over DMSO baseline; activation, % at 10 µM; 0.34% of 330,000 active; AID 449763, 2010;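 active means at 10 µM dose, activation of 40% or more, normalized to positive control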;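 further: 100% = tunicamycin at 10 µg/mL and 0% = DMSO alone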
#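 assay system = CHO CHOP reporter cells | amount = 500 CHO-CHOP cells per well | buffer or medium = F12 with 10% FBS | incubation = 16-18 h cell attachment, then 6 h compound exposure, 37 °C | detection = luminescence read with Steady-Glo | read-out = percent activation relative to tunicamycin control | controls = tunicamycin high control, DMSO low control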
# Jurkat NFkB inh: inhibitors of induced NF-kB luciferase reporter, primary screen, TCR NF-kB activation inhibitor project, cell-based, luminescence, uHTS | Jurkat, PMA/ionomycin-induced NF-kB luciferase reporter | inhibition, % at 4 µM | 0.53% of 330,000 active | AID 435003, 2010; in the data active means inhibition above about 50%
# TIM10 inh: growth inhibitors of isogenic TIM10 control yeast, primary screen, counter-screen for tim10-1 yeast inhibitor project, luminescence, uHTS | inhibition, % at 10 µM | S. cerevisiae TIM10 strain growth, BacTiter-Glo luminescence, 24 h | 1.4% of 330,000 active;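 active means inhibition of 40% or more at the single tested concentration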;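 further: wild-type TIM10 isogenic control strain grown at permissive 25 °C; 0% = DMSO yeast wells and 100% = minimal medium wells without yeast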
# tim23-1 inh: growth inhibitors of tim23-1 mutant yeast, primary screen, luminescence, uHTS. S. cerevisiae tim23-1 growth, BacTiter-Glo luminescence, 24 h. inhibition, % at 20 µM. 1.3% of 330,000 active;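 active means growth inhibition of the mutant yeast at or above 50%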;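 further: temperature-sensitive mutant grown at 25 °C; plate controls were DMSO-treated mutant yeast for no effect and medium wells lacking yeast for full effect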
# tim10-1 inh: growth inhibitors of tim10-1 mutant yeast, primary screen, luminescence, uHTS. S. cerevisiae tim10-1 ts strain growth, BacTiter-Glo, 24 h. inhibition, % at 20 µM. 2.2% of 330,000 active. AID 463190, 2010;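 active means inhibition of at least 40%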;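 further: mutant grown at 25 °C; 0% = DMSO wells with yeast and 100% = wells holding no yeast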
# Mdm2-MdmX inh: inhibitors of human Mdm2-MdmX association, primary screen, cell-based, luminescence, split luciferase, SaOS-2, uHTS. SaOS-2 split-luciferase Mdm2/MdmX complementation. 3% of 330,000 active. Protein Mdm4 (Homo sapiens) + E3 ubiquitin-protein ligase Mdm2 (Homo sapiens), …. inhibition, % at 8 µM;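 active means inhibition of at least 50% at 8 µM in the primary screen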
# Target sequence (O15151 whole entry, looked up): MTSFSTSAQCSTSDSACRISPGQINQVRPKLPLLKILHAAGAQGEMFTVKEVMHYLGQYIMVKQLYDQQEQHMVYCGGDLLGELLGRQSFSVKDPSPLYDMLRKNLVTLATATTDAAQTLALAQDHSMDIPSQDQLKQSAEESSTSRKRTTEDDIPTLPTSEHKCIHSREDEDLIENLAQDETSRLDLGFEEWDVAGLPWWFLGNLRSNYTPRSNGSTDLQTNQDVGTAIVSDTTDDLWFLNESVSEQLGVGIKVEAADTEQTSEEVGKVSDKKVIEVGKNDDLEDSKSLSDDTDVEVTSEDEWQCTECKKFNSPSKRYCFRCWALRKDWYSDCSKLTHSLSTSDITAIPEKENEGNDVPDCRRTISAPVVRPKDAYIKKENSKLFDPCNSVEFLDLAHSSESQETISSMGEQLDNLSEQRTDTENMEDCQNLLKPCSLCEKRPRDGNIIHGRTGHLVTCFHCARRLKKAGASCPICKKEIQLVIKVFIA
# Target sequence (Q00987 whole entry, looked up): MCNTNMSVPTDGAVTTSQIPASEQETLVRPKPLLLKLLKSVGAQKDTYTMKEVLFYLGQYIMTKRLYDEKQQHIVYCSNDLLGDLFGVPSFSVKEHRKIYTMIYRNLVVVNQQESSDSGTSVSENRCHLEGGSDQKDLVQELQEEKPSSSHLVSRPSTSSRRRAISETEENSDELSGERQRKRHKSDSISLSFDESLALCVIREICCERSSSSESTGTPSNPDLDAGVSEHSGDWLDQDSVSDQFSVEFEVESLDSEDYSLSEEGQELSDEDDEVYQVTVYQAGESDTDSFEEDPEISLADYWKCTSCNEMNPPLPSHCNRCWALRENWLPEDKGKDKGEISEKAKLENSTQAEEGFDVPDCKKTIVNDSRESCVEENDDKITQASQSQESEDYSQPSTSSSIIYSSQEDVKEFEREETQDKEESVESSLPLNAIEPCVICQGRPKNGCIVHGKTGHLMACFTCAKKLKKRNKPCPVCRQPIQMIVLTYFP
# An asterisk follows results filed as active; . = no result given.
1	Cn1nnnc1SCC(=O)c1ccco1
2	COc1cccc(C(=O)Nc2ccc3nc4n(c(=O)c3c2)CCCC4)c1
3	C/C(=N\OCC(=O)NC12CC3CC(CC(C3)C1)C2)c1cc2ccccc2o1
4	Cc1cc(NC(=O)/C=C/c2ccco2)ccc1NC(=O)c1ccccc1
5	COc1ccc(-c2cc3ccccc3s2)cc1[C@H]1[C@H]2C=CC[C@@H](C)[C@@H]2C(=O)N1Cc1ccccc1
6	CCCCCCNC(=O)CCNC(=O)c1cc(OC)c(OC)c(OC)c1
7	Cc1cc(S(=O)(=O)N2CCN(c3ncccn3)CC2)ccc1-n1cnnn1
8	O=C(c1ccc2[nH]c(=O)c(=O)[nH]c2c1)N1CCN(c2ccccc2)CC1

screen / no.	1	2	3	4	5	6	7	8
697 NFkB inh	10	5	-14	-20	-80	6	-12	-38
UPR XBP1 act	-1	6	1	-2	0	-1	2	-2
CHOP UPR activ	-1.5	5.8	4.1	-0.4	6.9	-0.1	0.3	2.0
Jurkat NFkB inh	4	-48	-16	11	-114	2	1	-10
TIM10 inh	-9	-4	40*	-15	13	-15	7	8
tim23-1 inh	7	1	19	7	18	20	38	9
tim10-1 inh	-14	-19	45*	-9	10	7	8	13
Mdm2-MdmX inh	3	-19	7	16	-50	-5	15	-7

9	C=CCNCCCCOc1cccc(Br)c1
10	CCn1c(SCC(=O)Nc2ccccc2F)nnc1-c1ccoc1C
11	Cc1ccccc1-c1ccccc1CN1[C@@H](C(C)C)COCCS1(=O)=O
12	Cc1cc(C)n(-c2nc(N(c3ccccc3)c3ccccc3)nc(-n3nc(C)cc3C)n2)n1
13	Cc1ccc(NCc2ccncc2)c(Br)c1
14	COc1ccc(NC(=O)COC(=O)CCCC2=NS(=O)(=O)c3ccccc3N2)cc1
15	CC(=O)Nc1ccc(S(=O)(=O)N(C)CC(=O)NNC(=O)Cc2nc3ccccc3n2C)cc1
16	CCC1CCCCN1C(=O)c1cc2c(=O)n3cccc(C)c3nc2s1 (stereo not drawn)

screen / no.	9	10	11	12	13	14	15	16
697 NFkB inh	-6	3	2	-32	16	-3	-23	-115
UPR XBP1 act	2	-7	3	-5	-1	-5	-2	4
CHOP UPR activ	-1.0	0.3	1.1	-7.1	3.0	2.1	0.3	3.1
Jurkat NFkB inh	4	2	.	16	1	9	4	-103
TIM10 inh	-6	5	-8	25	-28	-4	-4	6
tim23-1 inh	-3	13	42	12	10	9	17	33
tim10-1 inh	22	9	14	12	6	15	8	-7
Mdm2-MdmX inh	6	-13	3	100*	15	10	7	13

# Four of these compounds in a different format:
15) CC(=O)Nc1ccc(S(=O)(=O)N(C)CC(=O)NNC(=O)Cc2nc3ccccc3n2C)cc1
  697 NFkB inh = -23; UPR XBP1 act = -2; CHOP UPR activ = 0.3; Jurkat NFkB inh = 4; TIM10 inh = -4; tim23-1 inh = 17; tim10-1 inh = 8; Mdm2-MdmX inh = 7
12) Cc1cc(C)n(-c2nc(N(c3ccccc3)c3ccccc3)nc(-n3nc(C)cc3C)n2)n1
  697 NFkB inh = -32; UPR XBP1 act = -5; CHOP UPR activ = -7.1; Jurkat NFkB inh = 16; TIM10 inh = 25; tim23-1 inh = 12; tim10-1 inh = 12; Mdm2-MdmX inh = 100*
16) CCC1CCCCN1C(=O)c1cc2c(=O)n3cccc(C)c3nc2s1 (stereo not drawn)
  697 NFkB inh = -115; UPR XBP1 act = 4; CHOP UPR activ = 3.1; Jurkat NFkB inh = -103; TIM10 inh = 6; tim23-1 inh = 33; tim10-1 inh = -7; Mdm2-MdmX inh = 13
11) Cc1ccccc1-c1ccccc1CN1[C@@H](C(C)C)COCCS1(=O)=O
  697 NFkB inh = 2; UPR XBP1 act = 3; CHOP UPR activ = 1.1; Jurkat NFkB inh = .; TIM10 inh = -8; tim23-1 inh = 42; tim10-1 inh = 14; Mdm2-MdmX inh = 3

# (next part)
17	Cc1cccc(C(=O)NCC(=O)NCC(c2ccco2)N2CCCCC2)c1 (stereo not drawn)
18	COc1ccc(C2C(C#N)C(C#N)N3CCCN23)cc1 (stereo not drawn)
19	CCn1c(CSCc2ccc(F)cc2)nnc1SCC(=O)N1CCN(c2ccccc2)CC1
20	COc1cccc(CN(CC2CCCO2)C(=O)c2cc3ccccc3oc2=O)c1 (stereo not drawn)
21	COc1ccc(S(=O)(=O)N2CCCC(C(=O)NCc3ccc4c(c3)OCO4)C2)cc1 (stereo not drawn)
22	CCOC(=O)N1CCN(CC(=O)Nc2c(C(=O)OC)[nH]c3ccccc23)CC1
23	CCCc1[nH]nc2c1C(Cc1ccccc1)C(C#N)=C(N)O2 (stereo not drawn)
24	C/C(=N\NC(=O)c1cc(-c2ccc(C)s2)[nH]n1)c1ccco1

screen / no.	17	18	19	20	21	22	23	24
697 NFkB inh	14	12	-4	-4	10	-5	-13	-17
UPR XBP1 act	1	-1	-7	1	-2	-6	-1	0
CHOP UPR activ	1.3	-2.3	-0.5	4.1	0.4	-1.0	0.3	2.3
Jurkat NFkB inh	11	-3	3	-2	1	6	12	-34
TIM10 inh	-1	-21	24	-12	2	10	4	-7
tim23-1 inh	6	-10	17	19	5	5	16	3
tim10-1 inh	-4	8	13	17	19	11	16	-31
Mdm2-MdmX inh	18	-16	5	-29	11	11	-13	-33

25	COc1ccc(Cl)cc1C(=O)NNC(=O)c1cc2ccccc2o1
26	CCN(CC)S(=O)(=O)c1ccc(NC(=O)CSc2cccc[n+]2[O-])cc1
27	CCOc1ccccc1NS(=O)(=O)c1cccc2nsnc12
28	Clc1ccccc1CSc1nnc([C@@H]2CCCN2)o1
29	COc1cc(OC)cc(-c2nnc(SCC(=O)Nc3ccc(C(=O)O)cc3)s2)c1
30	COc1ccc(CNC(=O)CN2C(=O)NC(Cc3ccccc3)(c3ccccc3)C2=O)cc1OC (stereo not drawn)
31	CC1CCCCN1C(=S)NC(=O)c1cc(Br)ccc1Cl (stereo not drawn)
32	Cc1ccccc1NC(=O)CSc1nnc(-c2ccco2)n1N

screen / no.	25	26	27	28	29	30	31	32
697 NFkB inh	2	5	8	-6	2	8	-13	19
UPR XBP1 act	0	1	0	-1	0	-2	0	-2
CHOP UPR activ	-0.2	0.2	-1.3	1.6	-0.4	1.5	0.1	1.1
Jurkat NFkB inh	-6	3	-1	-5	1	-6	3	-12
TIM10 inh	-13	7	-20	10	-14	6	41*	-7
tim23-1 inh	-18	-14	12	6	6	-5	54*	-7
tim10-1 inh	-3	-5	15	8	-10	6	35	-17
Mdm2-MdmX inh	14	-9	13	-17	7	9	4	-5

33	O=C(C1=C(O)C(=O)N(CCCn2ccnc2)C1c1cccc(Br)c1)c1ccco1 (stereo not drawn)
34	O=C(CN(c1ccccc1)S(=O)(=O)c1ccccc1)N/N=C/c1ccco1
35	O=C(COC(=O)/C=C/c1ccccc1)NCCc1ccc(F)cc1
36	O=S(=O)(c1ccc(Br)s1)n1cccn1
37	COc1ccccc1NCC(=O)N/N=C/c1cccnc1
38	CC(=O)Nc1ccc(S(=O)(=O)N2CCN(CCN3CCOCC3)CC2)cc1Cl
39	O=C(COC(=O)c1ccccn1)Nc1nc(-c2ccccc2)cs1
40	O=C(CSc1nc2ccccc2c(=O)n1CCC(=O)N1CCN(c2ccccc2)CC1)NCC1CCCO1 (stereo not drawn)

screen / no.	33	34	35	36	37	38	39	40
697 NFkB inh	4	11	-4	5	15	-6	-1	10
UPR XBP1 act	-3	-1	1	-4	0	1	-1	-2
CHOP UPR activ	-0.2	1.8	-0.6	0.7	0.4	0.6	2.9	0.4
Jurkat NFkB inh	-18	6	-7	12	5	8	-1	-10
TIM10 inh	-1	14	-2	8	-1	3	-10	-6
tim23-1 inh	5	18	11	6	3	-13	7	14
tim10-1 inh	24	-1	5	10	-2	0	-5	14
Mdm2-MdmX inh	0	19	-15	18	0	4	6	41

41	COCCn1c(SC(C(=O)Nc2cc(C)ccc2OC)c2ccccc2)nnc1-c1ccc(Cl)cc1 (stereo not drawn)
42	Cc1noc(C)c1S(=O)(=O)N1CCC(C(=O)Nc2ccc(OC(F)(F)F)cc2)CC1
43	COc1ccccc1C1(CC(=O)O)CCOC(C(C)C)C1 (stereo not drawn)
44	O=C(Cn1c(=O)n(Cc2ccco2)c(=O)c2c3c(sc21)CCCCC3)Nc1ccccc1
45	Cc1ccccc1-c1cc(C(=O)NCc2cccc(Br)c2)nn1CC1CC(c2cccc([N+](=O)[O-])c2)=NO1 (stereo not drawn)
46	Cc1c(C(=O)COC(C)(C)C)[nH]c2ccccc12
47	CCOC(=O)n1c(=O)n(C)c2ccc(Br)cc21
48	CCCC(C)NC(=O)Cn1c(=O)c2c(ncn2CCC(C)C)n(Cc2ccccc2)c1=O (stereo not drawn)

screen / no.	41	42	43	44	45	46	47	48
697 NFkB inh	-44	2	5	9	5	-31	24	1
UPR XBP1 act	-1	-2	1	-2	0	-2	0	1
CHOP UPR activ	0.4	-0.6	-0.4	1.1	1.3	-2.3	-0.9	-2.2
Jurkat NFkB inh	17	-6	11	9	4	-25	-2	-8
TIM10 inh	0	5	1	12	-5	-20	-1	-7
tim23-1 inh	29	-5	13	16	6	30	26	10
tim10-1 inh	31	9	6	33	7	15	24	11
Mdm2-MdmX inh	29	41	-29	24	-7	6	16	12

49	CCC(=O)NNC(=S)NC(=O)c1ccc(C)cc1
50	CN(c1cccc2cccnc12)S(=O)(=O)c1ccccc1
51	COc1cc(Cn2c(=O)oc3ccc(C)cc32)ccc1OC(C)C
52	COc1cccc(C(=O)NCC(=O)OC(C)C(=O)NC23CC4CC(CC(C4)C2)C3)c1 (stereo not drawn)
53	O=C(CNC(=O)C1COc2ccccc2O1)N/N=C\c1ccc(Cl)cc1 (stereo not drawn)
54	CCOc1ccc(C(=O)N2CCCC(c3nc(-c4cccs4)no3)C2)cc1 (stereo not drawn)
55	O=C(Nc1cccc(S(=O)(=O)N2CCOCC2)c1)C1CC1
56	CCOC(=O)c1ccc(Nc2nc(-c3cccnc3)nc3ccccc23)cc1

screen / no.	49	50	51	52	53	54	55	56
697 NFkB inh	19	-2	-23	13	-20	-33	-3	12
UPR XBP1 act	2	5	0	-1	0	-1	-2	20
CHOP UPR activ	1.3	0.8	1.3	-0.6	1.2	-2.7	0.8	9.5
Jurkat NFkB inh	1	-7	-5	4	6	-20	-15	9
TIM10 inh	8	4	7	3	26	-2	-3	9
tim23-1 inh	-26	24	24	14	24	32	-3	29
tim10-1 inh	-6	25	40	5	22	9	-11	22
Mdm2-MdmX inh	4	2	-2	13	-3	15	1	26

57	Cc1ccc(NC(=O)Cn2cnc3c(=O)n(C)c(=O)n(C)c32)c(C)c1
58	N#C/C(=C\c1ccc2c(c1)OCCO2)C(=O)Nc1nccs1
59	O=C(NC(=S)N1CCCCC1CO)c1cccs1 (stereo not drawn)
60	COC(=O)c1ccccc1NC(=O)C(CCS(C)(=O)=O)NC(C)=O (stereo not drawn)

screen / no.	57	58	59	60
697 NFkB inh	6	-13	-13	-8
UPR XBP1 act	-1	6	-3	-4
CHOP UPR activ	-0.5	6.1	0.8	1.4
Jurkat NFkB inh	-14	-2	11	-10
TIM10 inh	8	13	1	-9
tim23-1 inh	9	41	9	-5
tim10-1 inh	-4	-1	8	-7
Mdm2-MdmX inh	-10	6	-36	31

# From PubChem BioAssay
